From PubChem
OXTR ag: activates the human oxytocin receptor | P30559 | activation, % at 3 µM | CHO-OTR cells, Fluo-8 calcium fluorescence; normalized: DMSO 0%, oxytocin 100% | 0.32% of 320,000 active;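 active means activation above the mean of all tested compounds plus 3 SD, cutoff set per screening run, cut at about 20% in these data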;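 further: peak over basal fluorescence ratio from a 100 s FLIPR kinetic read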
Target sequence (P30559 whole entry, looked up): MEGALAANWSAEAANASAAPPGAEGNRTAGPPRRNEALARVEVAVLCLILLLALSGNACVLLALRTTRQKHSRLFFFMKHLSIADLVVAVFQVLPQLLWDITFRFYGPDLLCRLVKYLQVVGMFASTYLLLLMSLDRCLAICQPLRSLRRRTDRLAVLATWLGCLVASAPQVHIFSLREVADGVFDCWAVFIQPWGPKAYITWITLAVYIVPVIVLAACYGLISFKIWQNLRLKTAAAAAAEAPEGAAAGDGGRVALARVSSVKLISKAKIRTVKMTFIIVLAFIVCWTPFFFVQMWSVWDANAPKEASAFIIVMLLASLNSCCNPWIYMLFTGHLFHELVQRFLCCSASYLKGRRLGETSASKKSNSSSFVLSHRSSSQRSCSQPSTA
FID counter: fluorescent intercalator displacement, NS3 helicase counter-screen; DNA fluorescent intercalator displacement, fluorescence; inhibition, % at 7.9 µM; 0.17% of 290,000 active; AID 1845; in the data active means inhibition above about 37%;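 further: 0% = vehicle and 100% = reference compound; higher means more ethidium bromide displaced from hairpin DNA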
NALP1 yeast inh: inhibitors of NALP1 inflammasome in yeast; inhibition, % at 10 µM; 0.61% of 280,000 active; S. cerevisiae NALP1/ASC/caspase-1 growth, X-gal OD620, 72 h; AID 2071; in the data active means inhibition mostly above about 24%, no sharp cut-off; inactive means mostly below about 32%; further: some compounds called inactive have numbers as strong as hits
MEKK2 WT-MEK5: raises or lowers MEK5 binding to wildtype human MEKK2 PB1 domain | bead flow cytometry, Alexa488-MEK5 binding to MEKK2 WT; actives lie on both sides | binding response (% of control), % at 10 µM | 1.1% of 290,000 active; in the data active means binding response below about 67% or above about 130%
MEKK3 PB1 HTS: modulators (inhibitors or enhancers) of MEK5 binding to human MEKK3 PB1 domain; 1.4% of 290,000 active; bead-based flow cytometry, Alexa488-MEK5 binding to MEKK3; actives lie on both sides; 0 = blocked by unlabeled MEK5, 100 = vehicle; binding response (% of control), % at 10 µM; Q99759;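 active means binding response more than 3 SD above or below the average of its plate-row segment, actives on both sides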;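 further: Alexa488 bead fluorescence after subtracting the streptavidin-only scavenger bead signal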
Target sequence (Q99759 whole entry, looked up, the tested form may be a part): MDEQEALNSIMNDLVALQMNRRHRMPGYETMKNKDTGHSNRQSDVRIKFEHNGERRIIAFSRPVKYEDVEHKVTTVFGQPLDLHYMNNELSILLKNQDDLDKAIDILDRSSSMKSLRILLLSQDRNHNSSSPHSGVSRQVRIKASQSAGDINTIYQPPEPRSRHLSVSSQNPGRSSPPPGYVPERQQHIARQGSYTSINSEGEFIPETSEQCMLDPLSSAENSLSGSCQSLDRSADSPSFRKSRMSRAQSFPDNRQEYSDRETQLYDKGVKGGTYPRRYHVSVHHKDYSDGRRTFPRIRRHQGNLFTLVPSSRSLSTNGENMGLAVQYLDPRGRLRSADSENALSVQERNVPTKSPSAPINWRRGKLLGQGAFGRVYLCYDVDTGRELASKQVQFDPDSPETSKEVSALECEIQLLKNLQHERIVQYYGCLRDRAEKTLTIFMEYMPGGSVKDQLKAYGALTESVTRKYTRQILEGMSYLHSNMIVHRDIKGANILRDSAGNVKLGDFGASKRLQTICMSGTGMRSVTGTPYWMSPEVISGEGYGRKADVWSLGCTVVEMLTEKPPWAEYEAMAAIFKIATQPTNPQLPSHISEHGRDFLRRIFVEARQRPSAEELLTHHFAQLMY
GPR7 antagonist: antagonists of human GPR7 (neuropeptides B/W receptor 1); 1.1% of 290,000 active; inhibition, % at 4.4 µM; AID 1861; GPR7-expressing cells, fluorescence antagonist assay; P48145; in the data active means inhibition above about 16%, passing the limit was not always enough;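 further: cells stimulated with the agonist NPW; 0% = agonist with vehicle and 100% = vehicle without agonist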
PHOSPHO1 inh: blocks human PHOSPHO1 phosphatase activity | Q8TCT1 | inhibition, % at 13.3 µM | AID 1565 | 1.1% of 290,000 active | recombinant PHOSPHO1, absorbance phosphatase assay; in the data active means inhibition above about 60%
MEKK2 mut-MEK5: signal of MEK5 binding to mutant human MEKK2 PB1 domain. 0.35% of 290,000 active. bead flow cytometry, Alexa488-MEK5 binding to MEKK2 mutant. percent response, % at 10 µM. AID 1530; in the data active means percent response above about 24%, passing the limit was not always enough; further: inactives centre near 1; some results filed as inactive read as strong as hits; reference of the scale not given here
PfM18AAP inh: PfM18AAP enzyme inhibition; recombinant PfM18AAP, H-Glu-NHMec fluorogenic cleavage; inhibition, % at 7.35 µM; 1.2% of 290,000 active; AID 1822;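 active means inhibition above the campaign mean inhibition over all tested compounds plus 3 SD, cut at about 28% in these data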;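 further: 0% = plate median of test compound wells and 100% = 2 mM ZnCl2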
Starred values were filed as active, the others as inactive; . = no result given.

smiles	OXTR ag	FID counter	NALP1 yeast inh	MEKK2 WT-MEK5	MEKK3 PB1 HTS	GPR7 antagonist	PHOSPHO1 inh	MEKK2 mut-MEK5	PfM18AAP inh
Fc1ccc(NC(=S)Nc2ccc(Br)cc2)cc1	7.9	-3	30	99	100	-8	-10	2	-5
O=C(CSc1n[nH]c(-c2ccccn2)n1)Nc1ccccc1F	-0.7	-14	-6	101	102	0	6	0	4
O=C(CC1C(=O)NCCN1Cc1cccc(F)c1)NC1CCCCCC1 (stereo unspecified)	0.6	-31	13	110	105	-5	33	19	2
CCOC(O)[C@H]1N[C@@H](c2ccc(Cl)cc2)[C@@H]([N+](=O)[O-])[C@@H]1c1ccccc1 (stereo partly specified)	-2.1	-11	26	97	94	1	0	-3	2
NC(=O)COC(=O)c1sc2cc(F)ccc2c1Cl	0.8	-5	21	94	100	-2	4	-5	-5
Cc1ccc(S(=O)(=O)NCCCNS(C)(=O)=O)cc1	0.9	2	-33	99	102	-4	4	-2	3
Cn1c(CO)cnc1-c1ccccc1	-0.2	-1	3	97	100	-2	-6	1	0
O=C(NCCCN1CCOCC1)C(=O)c1c[nH]c2ccccc12	0.7	1	24	98	99	-5	10	1	6
Cc1cc(C)c(NC(=O)CSc2nc3ncc(Br)cc3[nH]2)c(Cl)c1	1.3	-19	20	100	97	-10	24	-5	-8
COc1ccc(CNC(=O)c2ccc(N3CCCC3=O)cc2)cc1	-0.5	-11	1	109	112	4	7	7	-8
COC(C[C@H]1O[C@@H]1[C@H](O)[C@H](C)OCc1ccccc1)OC	0.3	.	.	96	99	.	.	4	.
NC(=O)CSc1nnc(-c2cccs2)n1-c1ccccc1	0.7	-5	11	110	103	0	53	3	2
COc1cccc(=O)c2c(C)n(-c3ccc(C(=O)O)cc3)c(C)c12	0.8	-4	-10	104	106	-18	10	6	13
O=C(O)c1ccccc1S	.	0	26	101	109	-13	-1	-3	4
CN1CCN/C1=C(/C(Cl)=C(Cl)Cl)[N+](=O)[O-]	0.7	5	22	90	100	-13	-11	-8	6
COc1ccc(C)c(NC(=O)NCCc2cnc[nH]2)c1	0.5	0	10	110	107	-6	18	5	4
O=C(NCCCn1ccnc1)c1cccc(Br)c1	0.0	-5	21	108	104	-8	42	7	2
COC(=O)Nc1nnc(-c2ccccc2OC)s1	2.8	-4	.	80	83	-9	-11	-8	0
CC1(C)C(=O)Nc2ccccc2N1C(=O)CN1C(=O)C(=O)N(C2CCCC2)C1=O	-1.3	-15	8	101	106	-18	38	5	3
COc1cc(NC(=O)COc2ccc(-n3ccnc3)cc2)cc(OC)c1	2.9	-6	0	102	108	-1	24	3	9
CC(=O)Nc1ccc(S(=O)(=O)N2CCSC2c2ccc(Cl)cc2)cc1 (stereo unspecified)	9.8	-6	-1	106	104	14	-12	2	0
CCOC(=O)c1c(NC(=O)c2cc(C)on2)c2cc([N+](=O)[O-])ccc2n1C	-0.7	-1	3	91	92	4	7	-3	-2
COc1cccc(NC(=O)Cn2nnc(C(=O)NCc3cccs3)c2N)c1	0.9	-8	1	102	101	7	18	5	-3
COc1ccc(S(=O)(=O)NC2CCCCC2)cc1-n1cnnn1	0.5	-3	-12	100	98	-7	27	3	0
C/C(=C\C(=O)C(F)(F)F)Nc1cc(C)cc(C)c1	-0.3	-3	27	94	86	-8	14	-10	-10
COc1ccc2nc(Nc3nc(CSc4nnc(C)s4)cc(=O)[nH]3)nc(C)c2c1	-0.5	1	22	96	96	-2	-17	-1	-4
Cc1cc(C)nc(NC2=NCC(=O)N2c2ccc(Cl)cc2)n1	-0.6	-5	24	.	.	6	21	.	12
Cc1cccc(CN2CCN(c3ncccn3)CC2)c1	-0.7	-2	-22	110	102	-2	.	3	3
CN1C(=O)C2(OCCCO2)c2ccccc21	-0.5	-1	-24	105	104	-16	.	4	2
Cc1cccc(/N=C/c2sc3ccccc3c2O)n1	0.7	-2	2	101	97	-2	38	-1	2
O=c1[nH]c(=O)n(CCc2ccc(F)cc2)c(O)c1C=NCc1ccc2c(c1)OCO2	0.8	1	33	95	102	-10	7	0	-6
Cc1ccc(N2CCN(S(=O)(=O)N3CCCCC3)CC2)c(C)c1	0.8	-17	2	86	91	13	34	-6	-4
Cc1cccc(C)c1NC(=O)/C(C#N)=C/c1ccc(-c2ccc(C(=O)O)cc2)o1	-0.2	-31	3	106	105	-3	22	6	2
CCOC(=O)CNC(=O)c1cc2c(=O)[nH]c3ccc(C)cc3c2s1	-0.3	-8	3	101	105	0	38	4	-19
CCOc1ccc(N2CC(C(=O)Nc3cccnc3)CC2=O)cc1 (stereo unspecified)	1.4	-15	6	108	101	-13	.	5	-10
CS(=O)(=O)N(CC(=O)Nc1c(F)cccc1F)Cc1ccccc1	0.1	-4	5	96	99	4	4	0	-14
COCCN(C(=O)COc1ccc(Cl)cc1)c1nnc(-c2cccnc2)s1	1.2	-4	20	108	107	-1	-8	8	11
O=C(NCc1ccco1)C(=O)NCC1OCCN1C(=O)c1ccc(Cl)cc1 (stereo unspecified)	-1.2	-11	.	113	117	6	27	9	-14
S=c1[nH]nc(CCc2ccccc2)n1-c1ccccc1	1.2	-7	24	98	98	-1	-10	-2	21
CCOc1ccc(NCc2cccn2-c2nnc(N3CCC(C(=O)NCCCN4CCCCC4)CC3)s2)cc1	0.1	32	-12	125	101	-8	48	10	7
CCOc1cc(NC(=S)NCCCOC)c(OCC)cc1NC(=O)c1cccs1	-0.5	-11	20	101	104	2	-11	1	-8
C/C(=N\NC(=O)c1ccc2c(c1)OCO2)c1ccc2c(c1)OCO2	0.4	-2	5	98	105	13	38	-5	-13
COc1ccc(C(OCC(O)CNCCc2ccc(S(N)(=O)=O)cc2)c2ccc(OC)cc2)cc1 (stereo unspecified)	1.7	28	-6	121	100	17	31	11	9
NC(=O)[C@@H]1CCCNc2c(F)cc([N+](=O)[O-])cc2C(=O)N[C@@H](CO)C(=O)N[C@@H](Cc2ccc(O)cc2)C(=O)N1	-0.6	-5	16	100	103	2	-1	4	4
N#Cc1cc(C(=O)c2ccccc2O)cn(-c2nccs2)c1=O	90*	-7	21	103	107	13	0	2	7

An excerpt of these results, with values under each structure.
Each structure is followed by: OXTR ag	FID counter	NALP1 yeast inh	MEKK2 WT-MEK5	MEKK3 PB1 HTS	GPR7 antagonist	PHOSPHO1 inh	MEKK2 mut-MEK5	PfM18AAP inh
CCOC(O)[C@H]1N[C@@H](c2ccc(Cl)cc2)[C@@H]([N+](=O)[O-])[C@@H]1c1ccccc1 (stereo partly specified)
  -2.1	-11	26	97	94	1	0	-3	2
N#Cc1cc(C(=O)c2ccccc2O)cn(-c2nccs2)c1=O
  90*	-7	21	103	107	13	0	2	7
O=C(O)c1ccccc1S
  .	0	26	101	109	-13	-1	-3	4

New compounds follow:
smiles	OXTR ag	FID counter	NALP1 yeast inh	MEKK2 WT-MEK5	MEKK3 PB1 HTS	GPR7 antagonist	PHOSPHO1 inh	MEKK2 mut-MEK5	PfM18AAP inh
CCc1ccc(C(C)NC(=O)c2ncn[nH]2)cc1 (stereo unspecified)	-1.0	-4	23	98	95	-1	-7	-2	8
COc1ccccc1CNC(=O)COc1ccc(Br)c(C)c1	-1.7	-39	22	108	106	0	26	17	-6
CCOc1ccccc1C(=O)Nc1nncs1	0.7	0	16	.	.	-6	-34	.	-3
COc1ccc(CCNc2oc(COc3ccccc3F)nc2C#N)cc1	-1.1	-13	26	97	101	3	28	-1	2
Clc1ccc(C2=Nc3cc(Cl)ccc3OC2)cc1	-0.2	2	-6	102	99	-10	37	-2	-3
CC1CCCC(NC(=O)CCn2c(=S)oc3ccccc32)C1C (stereo unspecified)	-1.6	-6	.	78	76	15	27	-16	-8
COc1ccccc1C(=O)NC(=O)COC(=O)C1CC2CCCC(C1)C2=O (stereo unspecified)	.	-41	0	101	98	0	31	-3	0
O=C(Nc1ccccc1)c1[nH]ncc1[N+](=O)[O-]	-0.9	2	-8	103	103	-4	21	2	9
COc1ccc(Cc2nc3ccc(S(=O)(=O)N4CCOCC4)cc3[nH]2)cc1OC	-0.2	-7	16	110	111	-14	10	10	-3
Cc1ccc(OCC(=O)NC(C)c2ccccc2)cc1C (stereo unspecified)	-1.3	-26	11	100	101	6	-17	5	-1
Brc1cc(Br)c2nc(-c3ccc(N4CCOCC4)cc3)ccc2c1	.	-13	39	.	.	2	33	.	7
O=C(CCN1CCN(C(c2ccccc2)c2ccccc2)CC1)N/N=C/c1ccc(O)cc1	1.3	15	28	111	106	1	-5	21	3
COCC1COS(=O)(=O)NC1(C)C (stereo unspecified)	0.3	-7	11	94	99	-5	4	-8	5
CC(C)=CCC/C(C)=C/C=N/NC(=O)c1cccc([N+](=O)[O-])c1	-2.2	-4	1	98	90	-2	2	0	5
CN=c1scc(-c2ccco2)n1/N=C/c1ccc(O)c(O)c1	.	-6	-3	98	98	3	-8	-3	59*
O=C(NCc1ccco1)C1CCN(c2nc3ccccc3n2Cc2ccccc2F)CC1	0.7	-31	31	111	111	-13	24	9	8
COC(=O)C1=C(O)/C(=C\c2ccc(CNC(=O)C(=O)Nc3ccc(C)c(C)c3)o2)N=C1C	-1.3	-8	12	98	95	-5	3	0	14
O=C(NCCN1CCN(C(=O)c2cccc(Br)c2)CC1)C(=O)Nc1ccc(Br)cc1	3.9	-30	10	103	102	-13	30	0	-7
COc1ccc(C(=O)NCc2nnc(SCC(=O)c3ccccc3)o2)cc1	2.8	-26	8	100	100	-4	22	4	-3
COC(=O)Nc1ccc(N2CCOCC2)c(S(=O)(=O)N2CCOCC2)c1	0.3	-3	4	98	98	-3	8	4	-9
CCC(=O)Nc1ccc(C(=O)CSc2nnc(-c3ccccc3F)n2C2CC2)cc1	-0.4	-25	32	102	94	11	-6	-3	2
Cc1ccc(-n2nnnc2SCC(=O)N(CC(C)C)c2c(N)n(CC(C)C)c(=O)[nH]c2=O)cc1	0.4	-18	-14	70	55	1	7	-11	-3
CCCC1(C(=O)OCC)NC(c2ccc(OC)cc2OC)C2C(=O)N(c3ccccc3)C(=O)C21 (stereo unspecified)	-1.3	-21	-121	109	110	-11	4	2	-5
COc1ccccc1CCNC(=O)CNC(=O)Cc1cccc2ccccc12	1.2	-30	8	93	99	13	6	-6	2
Cc1cc(C)c(S(=O)(=O)N(C)CC(=O)NCC2CCCO2)c(C)c1 (stereo unspecified)	.	-22	9	103	105	-8	27	9	3
COc1ccccc1CNC(=O)C1Cc2ccccc2C(=O)O1 (stereo unspecified)	-0.6	-3	20	105	112	-3	44	-1	-11
Cc1cc(Nc2ccccc2Cl)nc(-c2ccccc2O)n1	-1.8	-5	1	108	106	16	-1	3	2
O=C1CN(C(=O)CSc2nc3ccccc3n2CCc2ccccc2)c2ccccc2N1	-2.2	-30	26	95	97	-4	-4	-3	-6
O=C(C1CCCN(S(=O)(=O)c2ccccc2)C1)N1CCN(c2ncccn2)CC1 (stereo unspecified)	2.8	-28	-50	100	95	-11	15	2	0
Cc1ccccc1N1CCN(Cc2cc3c(cc2[N+](=O)[O-])OCO3)CC1	-1.6	4	23	96	95	13	30	-4	35*
CC(=O)N1CCc2cc(S(=O)(=O)NCC(=O)NCc3ccc(F)cc3)ccc21	0.1	-20	32	103	103	-9	53	-3	-1
COc1ccc(O)c(C(=O)c2cnc3nc4ccccc4n3c2)c1	-0.1	-15	30	101	104	-8	-2	0	5
